# Assay outcomes deposited in PubChem by several laboratories.
# KCNQ1 act – potentiators or activators of human KCNQ1 potassium channel; P51787; CHO-K1 KCNQ1, thallium flux FluxOR fluorescence; active compounds read high; B-score at 10 µM; hit rate 0.35% among 310,000; AID 2648;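 active = fluorescence ratio B-score, a plate-corrected score, at least three library SD, with initial intensity B-score within 5 SD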
#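 System: CHO-K1 cells stably expressing KCNQ1 / Medium: assay buffer for compound exposure, DMSO matched across wells / Reagent: thallium- and potassium-containing depolarizing buffer / Compound: one concentration, matched DMSO / Incubation: 20 min compound pretreatment at room temperature / Measured by: kinetic FluxOR fluorescence, 10 s baseline plus 110 s post-stimulus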
# TMEM16A inh – inhibitors of mouse TMEM16A calcium-activated chloride channel; Q8BHY3; hit rate 1.2% among 310,000; normalized B-score (activity score, 25-100; higher = stronger inhibition) at 10 µM; AID 588511; HEK293 TMEM16A/YFP iodide influx fluorescence, ionomycin;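 active = ratio plate-corrected score three or more library SD toward inhibition, starting fluorescence score within five deviations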;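 also: score derived from kinetic fluorescence span divided by baseline fluorescence per well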
# Target sequence (Q8BHY3 whole entry, looked up): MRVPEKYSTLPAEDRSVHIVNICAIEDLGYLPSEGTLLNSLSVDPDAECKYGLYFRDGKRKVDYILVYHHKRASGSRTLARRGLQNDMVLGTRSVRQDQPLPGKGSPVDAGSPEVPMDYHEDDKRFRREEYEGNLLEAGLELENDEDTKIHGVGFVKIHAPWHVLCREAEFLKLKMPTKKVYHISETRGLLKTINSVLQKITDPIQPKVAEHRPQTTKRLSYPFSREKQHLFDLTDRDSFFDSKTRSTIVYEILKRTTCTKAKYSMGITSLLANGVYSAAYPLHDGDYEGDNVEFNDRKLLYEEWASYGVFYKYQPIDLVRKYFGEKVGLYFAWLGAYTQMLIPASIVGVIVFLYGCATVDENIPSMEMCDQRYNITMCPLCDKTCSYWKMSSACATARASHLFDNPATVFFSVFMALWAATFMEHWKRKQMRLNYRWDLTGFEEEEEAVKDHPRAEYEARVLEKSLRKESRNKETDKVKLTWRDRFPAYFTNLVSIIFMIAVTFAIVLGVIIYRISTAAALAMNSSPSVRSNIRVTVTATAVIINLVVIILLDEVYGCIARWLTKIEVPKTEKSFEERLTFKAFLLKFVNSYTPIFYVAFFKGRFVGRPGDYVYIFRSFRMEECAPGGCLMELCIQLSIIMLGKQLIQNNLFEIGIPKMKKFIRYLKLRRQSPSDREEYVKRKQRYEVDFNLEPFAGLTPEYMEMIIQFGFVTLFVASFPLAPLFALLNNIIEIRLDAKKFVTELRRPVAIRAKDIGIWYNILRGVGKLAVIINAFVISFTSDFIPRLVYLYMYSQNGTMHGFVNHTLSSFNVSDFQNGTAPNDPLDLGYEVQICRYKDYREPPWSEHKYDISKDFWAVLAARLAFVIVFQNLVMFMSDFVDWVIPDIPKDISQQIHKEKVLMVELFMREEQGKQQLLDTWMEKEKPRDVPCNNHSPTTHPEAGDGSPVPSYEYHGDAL
# TMEM16A act – mouse TMEM16A channel activation, primary screen; AID 623877; HEK293 TMEM16A/YFP-H148Q/I152L, iodide quench fluorescence; active compounds read low; Q8BHY3; B-score at 10 µM; hit rate 0.3% among 340,000;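 active = fluorescence-ratio B-score plate-corrected deviation score at least 3 library SD below zero, with starting fluorescence score within 5 deviations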;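 also: channel opened by trigger with iodide after compound preincubation; score built on the fluorescence ratio of max minus min over baseline; more negative score means more quench and so TMEM16A activation or potentiation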
# RGS4 act – potentiators or activators of RGS4 | HEK293 M3R/inducible RGS4, carbachol calcium flux Fluo4; active compounds read low | B-score at 10 µM | hit rate 0.92% among 310,000;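 active = B-score of the integrated calcium signal more than 4 SD below the library mean, with starting fluorescence not abnormally high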;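 also: negative B-score means reduced calcium response which marks RGS4 activation or potentiation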
#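 Material: M3R-expressing HEK293 line, RGS4 induced by doxycycline | Schedule: Overnight RGS4 induction, 30 min dye load 37 °C, 20 min compound RT | Measured by: Fluo4 fluorescence kinetic imaging of calcium | Read-out: Integrated calcium ratio converted to B score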
# SKKanGAS inh – inhibitors of SKKanGAS S. pyogenes growth in kanamycin (SK-promoter or general growth effect) | BacTiter-Glo, 6 h | inhibition, % at 7.5 µM | hit rate 1.3% among 300,000;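 active = mean replicate score, as percent of positive control median, at least 50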;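 also: strain carries kanamycin resistance gene driven by streptokinase promoter and grows in 40 µg/ml kanamycin; loss of luminescence reflects streptokinase promoter inhibition or plain growth inhibition; 0% = median of DMSO wells and 100% = positive control at its reference dose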
# KCNK9 block – human KCNK9 channel inhibition | Q9NPC2 | HEK293 KCNK9, FluxOR thallium flux fluorescence; active compounds read low | B-score at 10 µM | hit rate 1.2% among 310,000 | AID 488922;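 active = ratio B-score over 3 SD below the library mean, with starting fluorescence within 5 SD of its mean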;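 also: negative B-score means less thallium flux so channel inhibition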
# RGS4 inh – human RGS4 inhibition | HEK293 M3R/RGS4 inducible, Fluo-4 calcium flux; active compounds read high; triggered by carbachol at its EC20 | P49798 | hit rate 0.45% among 310,000 | AID 463165 | B-score at 10 µM;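 active = B-score, a plate-corrected calcium signal, over three deviations above library mean, with baseline fluorescence within five deviations of library mean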;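 also: RGS4 expression induced by doxycycline in cells with stable M3 receptor; B-score is computed from the integrated fluorescence ratio over baseline after carbachol; higher B-score means a larger calcium signal and so more RGS4 inhibition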
# HDAC3 inh – blocks human histone deacetylase 3; hit rate 0.15% among 320,000; inhibition, % at 8.3 µM; recombinant HDAC3, fluorogenic peptide/trypsin coupled, fluorescence; in the data active = inhibition above about 26%, passing the limit was not always enough
# KCNQ1 block – human KCNQ1 channel inhibition; B-score at 10 µM; AID 2642; hit rate 1.3% among 310,000; CHO-K1 KCNQ1, FluxOR thallium flux fluorescence; active compounds read high; P51787;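 active = compounds whose thallium flux B-score, printed positive for inhibition, exceeds three library SD while starting fluorescence stays within three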;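 also: channel opened by potassium depolarization with thallium stimulus after 20 min compound exposure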
# hERG protect – shields human hERG channel from block by proarrhythmic agents. Q12809. CHO-hERG, FluxOR thallium flux, dofetilide IC70 present. activation (rescue from dofetilide block), less the hit threshold, % at 10 µM. hit rate 0.51% among 310,000. AID 1511;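 active = activation above the mean of controls blocked by dofetilide plus 5 SD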;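 also: thallium influx through hERG after potassium depolarization seen as dye fluorescence rise; in these data hits start at about 4.7%; inactives centre near -7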
# KCNK3 block – human KCNK3 channel inhibition, primary screen; hit rate 0.84% among 340,000; CHO-KCNK3 thallium flux, FluxOR fluorescence; active compounds read low; O14649; B-score at 10 µM;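 active = B-score under library mean minus 4 SD, starting fluorescence ratio at most library mean plus 5 SD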;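 also: more negative B-score means stronger inhibition of thallium flux through KCNK3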
# The depositor's hits bear a star; i = inactive; . = no result given.
compound | KCNQ1 act | KCNK3 block | SKKanGAS inh | TMEM16A inh | HDAC3 inh | RGS4 inh | TMEM16A act | KCNQ1 block | hERG protect | KCNK9 block | RGS4 act
COc1ccc(C2=NOC(C(=O)NC3CCCCC3)C2)cc1OC (stereo not given) | i | i | -1 | i | -7 | i | i | i | -9 | i | i
Cc1nc(CSc2nsc(C)c2C#N)cs1 | i | i | 8 | i | 3 | i | i | i | -3 | i | i
Cc1cccc(N2C(=O)CC(N(O)c3ccccc3)C2=O)c1 (stereo not given) | i | i | -3 | i | 0 | i | i | i | -4 | i | i
CSc1ncc(C(=O)O)n1-c1ccc(F)cc1 | i | i | -5 | i | 3 | i | i | i | -12 | i | i
CC1CCc2[nH]c3ccc(C(=O)N(C)CC(=O)Nc4ccccc4Br)cc3c2C1 (stereo not given) | i | i | -6 | i | 2 | i | i | i | -14 | i | i
Cc1ccc(Nc2ncnc(N)n2)cc1C | i | i | 5 | i | -1 | i | i | i | -4 | i | i
CCOC(=O)C1CC=C(Cl)CC1C(=O)Nc1nccs1 (stereo not given) | i | i | -3 | i | -2 | i | i | i | -13 | i | i
COC(=O)c1nc2ccccn2c1F | i | i | 0 | i | -10 | i | i | i | -3 | i | i
Nn1c(Cc2ccccc2F)nnc1SCC(=O)Nc1cccc(S(=O)(=O)NC2=NCCCCC2)c1 | i | i | -5 | i | -7 | i | i | i | -3 | i | i
Cc1ccc(N2CC(C(=O)NCc3n[nH]c(=O)c4ccccc34)CC2=O)cc1 (stereo not given) | i | i | -13 | i | -3 | i | i | i | -4 | i | i
CC(C)(C)NC(=O)C(c1ccccn1)N(C(=O)C1CSC(=O)C1)c1ccc(F)cc1 (stereo not given) | i | i | -6 | i | 0 | i | i | i | -5 | i | i
Cc1cc(-c2c(C)[nH]n(-c3ccccc3)c2=O)n[nH]1 | i | i | 0 | i | -3 | i | i | i | -7 | i | i
COC(=O)c1ccc(CNC(=O)C2CCC(=O)N(CCCc3ccccc3)C2)cc1 (stereo not given) | i | i | -5 | i | 2 | i | i | i | -9 | i | i
C[N+]1(CCCCCCC(=O)/C=N/O)CCCCCC1 | i | i | 6 | i | 8 | i | i | i | -7 | i | i
O=C(CSc1nc(O)c(C2CCCCC2)c(=O)[nH]1)Nc1ccccc1Cl | i | i | 1 | i | 0 | i | i | i | -6 | i | i
CN1CCN(S(=O)(=O)c2cccc(C(=O)Nc3ccccc3N3CCOCC3)c2)CC1 | i | i | -3 | i | 0 | i | i | i | -7 | i | i
COc1ccc(C(=O)Nc2ccccc2C(=O)O)cc1Cl | i | i | 11 | i | 2 | i | i | i | 3 | i | i
COC(=O)c1ccc(CSc2ncnc3sc(C)c(C)c23)o1 | 8* | i | -1 | i | 1 | i | i | i | 8.8* | i | i
CN(C)S(=O)(=O)c1ccc2c(c1)nc(CCC(=O)NCC1CCCCC1)n2C | i | i | -5 | i | 1 | i | i | i | -6 | i | i
C=CCN(C(=O)CCc1ccccc1OC)c1nc(-c2ccc(S(C)(=O)=O)cc2)cs1 | i | i | 17 | i | 7 | i | i | i | -6 | i | i
COc1ccc(C(=O)NCc2ccccc2)cc1Br | i | i | 3 | i | -2 | i | i | i | -8 | i | i
O=S1(=O)c2cccc3cccc(c23)N1Cc1ccc(-c2nnco2)cc1 | i | i | -7 | i | -6 | i | i | i | -11 | i | i
Cc1cc(C)cc(C(=O)N2CCC3(CC2)NCCc2[nH]cnc23)c1 | i | i | -3 | i | -3 | i | i | i | -6 | i | i
COc1ccc(CN(C)C(=O)c2cc(-c3ccccc3)nc3ccc(C)cc23)c(OC)c1OC | i | i | 5 | i | 2 | i | i | 6* | -34 | i | -7.2*
Cc1ccc(-c2nnc(NCc3nc4ccccc4[nH]3)c3ccccc23)cc1S(=O)(=O)N1CCCCC1 | i | i | 14 | i | . | i | i | i | -9 | i | i
O=S(=O)(Nc1cccc(-c2ccc3nncn3n2)c1)c1ccccc1F | i | i | 16 | i | -2 | i | i | i | -13 | i | i
CCOc1ccc(NC(=S)Nc2cccc3ccccc23)cc1 | i | i | 3 | i | 10 | i | i | i | -6 | i | i
N#Cc1ccsc1NC(=O)CN1CCN(c2ccc(O)cc2)CC1 | i | i | 6 | i | -1 | i | i | i | -2 | i | i
Cc1cccc(N2CCN(C(=O)C3CCCN(S(=O)(=O)c4cnc[nH]4)C3)CC2C)c1 (stereo not given) | i | i | -1 | i | 1 | i | i | i | -11 | i | i
Cc1ccc(-n2cc(CN3CCNC(=O)CC3)c(-c3cccc(C)c3)n2)cc1 | i | i | 1 | i | -4 | i | i | i | -14 | i | i
COc1ccc2[nH]c(=O)c(CN(Cc3ccco3)Cc3nnnn3Cc3ccccc3)cc2c1 | i | i | -1 | i | -3 | i | i | i | -7 | i | i
COC(=O)Cn1nc(-c2ccc(C)cc2)c2ccccc2c1=O | i | i | 5 | i | 3 | i | i | i | -15 | i | i
CC(C)(C)c1ccc(S(=O)(=O)CC(O)CSc2nc3c(cc2C#N)CCCC3)cc1 (stereo not given) | i | i | 12 | i | 0 | i | i | i | -6 | i | i
CC(C)(C)C(=O)NC(=S)N1CCOCC1 | i | i | -1 | i | -1 | i | i | i | 5 | i | i
Cn1nccc1C(=O)N1CCCC(C(=O)c2ccc(Oc3ccccc3)cc2)C1 (stereo not given) | i | i | -4 | i | -1 | i | i | i | -13 | i | i
O=C(Nc1cc(C(F)(F)F)ccc1Cl)C(=O)N1CCCCC1 | i | i | -5 | i | 0 | i | i | i | -8 | i | i
Brc1ccc(-c2nc3ccccc3s2)s1 | i | i | 16 | i | -3 | i | i | i | 0 | i | i
COc1ccc2oc(C(=O)OCC(=O)N(C)c3ccccc3)c(C)c2c1 | i | i | 17 | i | -21 | i | i | i | -15 | i | i
COc1ccc(C(NC(=O)CC(C)C)c2c(O)ccc3ccccc23)cc1 (stereo not given) | i | i | 10 | i | -8 | i | i | i | -5 | i | i
CC1CC(=O)N(c2ccc(N(C)Cc3ccccc3)c([N+](=O)[O-])c2)C1=O (stereo not given) | i | i | 7 | i | -2 | i | i | i | -11 | i | i
O=S1(=O)CC(NCc2ccccc2)C(Nc2ccccc2)C1 (stereo not given) | i | i | 0 | i | -1 | i | i | i | -9 | i | i
CCN1C(=O)CSC1=NC1C2CC3CC(C2)CC1C3 (stereo not given) | i | i | 16 | i | 8 | i | i | i | -9 | i | i
O=C(NNC(=O)c1cc2ccccc2cc1O)NC1CCCCC1 | i | i | 3 | i | -5 | i | i | i | -8 | i | i
Fc1ccc(COc2ccc(Br)cc2CNCC2CCCO2)cc1 (stereo not given) | i | i | 5 | i | 3 | i | i | i | -5 | i | i
O=C(NCCN1CCCCC1)Nc1cccc(C(F)(F)F)c1 | i | i | -5 | i | 9 | i | i | i | -10 | i | i
CC(Sc1n[nH]c(-c2ccccc2)n1)C(=O)c1c(N)n(C)c(=O)n(C)c1=O (stereo not given) | i | i | -3 | i | 6 | i | i | i | -15 | i | i
Clc1ccc(-c2nc3cnccn3c2Nc2ccc3c(c2)OCO3)cc1 | i | -9.7* | 4 | i | 13 | i | i | i | -15 | -12* | i
Cc1nc2cc3c(cc2c(C)c1C(=O)OC(C)C)OCO3 | i | i | -2 | i | -5 | i | i | i | -8 | i | i
C=CCNc1nc(-c2ccccc2)c(C(=O)OCC)cc1C#N | i | i | -7 | i | 2 | i | i | i | -5 | i | i
CC(=O)NC1C(Oc2ccccc2C)OC(CO)C(O)C1O (stereo not given) | i | i | -5 | i | 6 | i | i | i | 3 | i | i
CCCN(CCC)S(=O)(=O)c1ccc(C(=O)Nc2c(C)n(C)n(-c3ccccc3)c2=O)cc1 | i | i | -9 | i | -7 | i | i | i | -6 | i | i
CC1CCc2c(sc3ncnc(SCC(=O)c4ccccc4)c23)C1 (stereo not given) | i | i | -13 | i | -1 | i | i | i | -5 | i | i
Cc1ccc(SC[C@H](c2ccccc2)N2CCN(C)CCC2=O)cc1 | i | i | 1 | . | . | i | i | i | -2 | i | i
CCC(=O)Oc1ccc(C(CC)C(CC)c2ccc(OC(=O)CC)cc2)cc1 (stereo not given) | i | i | 0 | 100* | . | i | i | i | -6 | i | i
COC(=O)c1cccc(Cn2c(Cl)c(/C=N/Nc3ccccc3C)sc2=O)c1 | i | i | 19 | i | 0 | i | i | i | -11 | i | i
CCOC(=O)c1cccc(S(=O)(=O)N2CCCC2)c1 | i | i | 2 | i | 6 | i | i | i | -6 | i | i
CCNC(=S)N(CCc1c(C)[nH]c2ccc(F)cc12)Cc1cccnc1 | i | i | 10 | i | . | i | i | i | -13 | i | i
CN(C(=O)Cn1c(=O)oc2cc(S(=O)(=O)N3CCCC3)ccc21)C1CCCCC1 | i | i | 2 | i | -1 | i | i | i | -6 | i | i
COc1ccc(-c2[nH]c(-c3cccc(OC)c3)nc2SCC(=O)NC2CCCC2)cc1 | i | i | 8 | i | -2 | i | i | i | -12 | i | i
CN(C)c1cccc2c1c(NS(=O)(=O)c1cn(C)cn1)nn2C | i | i | -1 | i | 2 | i | i | i | -3 | i | i

# Continuation.
compound | KCNQ1 act | KCNK3 block | SKKanGAS inh | TMEM16A inh | HDAC3 inh | RGS4 inh | TMEM16A act | KCNQ1 block | hERG protect | KCNK9 block | RGS4 act
COC(=O)c1cc(NC(=O)C2COc3ccccc3O2)cc(C(=O)OC)c1 (stereo not given) | i | i | -9 | i | -3 | i | i | i | -15 | i | i
Cc1ccc(C(=O)Nc2cccc(-c3cn4ccccc4n3)c2)cc1 | i | i | 3 | i | 4 | i | i | i | -1 | i | i
CC(C)CCN1CCN(Cc2cccn2-c2ccccn2)CC1CCO (stereo not given) | i | i | -1 | i | -9 | i | i | i | -8 | i | i
C=CCN1C(=O)/C(=C\C(C)=C\c2ccccc2)SC1=S | i | i | -5 | i | -1 | i | i | i | -7 | i | i
COc1cc(NC(=O)COc2cccc(C)c2C)ccc1NC(=O)c1ccco1 | i | i | 7 | i | -17 | i | i | i | -9 | i | i
COCCNC(=O)c1ccc2c(c1)C(=O)c1ccccc1-2 | i | i | -9 | i | -2 | i | i | i | -3 | i | i
COCCOC(=O)C1=C(C)NC(=O)NC1c1ccc(-c2ccc(F)cc2)o1 (stereo not given) | i | i | 3 | i | 15 | i | i | i | -12 | i | i
COc1ccccc1S(=O)(=O)N1CCC(C(=O)O)(c2ccccc2)CC1 | i | i | -1 | i | 2 | i | i | i | 0 | i | i
